PAX8 reporter: inhibitors of PAX8-driven TPO luciferase reporter, primary screen, RMG-I cells, single concentration; SteadyGlo, 24 h; inhibition, % at 12.6 µM; actives 1.2% (n = 360,000); AID 652154, 2013;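 active means mean replicate inhibition at least 60% with every replicate also reaching 60%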;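 further: luciferase light reporting Pax8 driven TPO promoter activity; plate controls were median of neutral control wells for no effect and mitoxantrone controls for full effect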
miR122 inh: miR-122 Renilla sensor signal increase in Huh7, primary screen, miR-122 inhibitor project, cell-based, single point, plate reader; activation (reporter increase), % at 12.5 µM; actives 0.3% (n = 340,000); Huh7 miR-122 Renilla luciferase sensor, 48 h; neutral wells = 0, positive control = 100; AID 602342, 2012;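 active means mean replicate activation score at least 90 and every replicate individually at or above 90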;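 further: higher luciferase means less miR-122 activity so hits act as miR-122 inhibitors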
Cneo AK release: Cryptococcus neoformans cell lysis inducers, primary screen, AK release luminescence, single concentration. C. neoformans lysis, adenylate kinase release luminescence, 4 h; normalised: neutral wells 0, clomiphene wells 100. lysis activity, % at 15 µM. actives 0.2% (n = 360,000);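 active means mean lysis activity across replicates of at least 80%, whatever share of replicates individually reach that level; inactive means mean lysis activity below 80%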
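Material – log-phase Cryptococcus neoformans yeast cells · Input – 5 × 10^6 yeast cells/mL · Medium – fresh YPD growth medium · Doses – single compound concentration per well · Timing – static 4 h at 37 °C with compound, 1 h detection · Detection – adenylate kinase release luminescence · Read-out – signal increase indicating cell lysis · Control set – Clomiphene as positive lysis control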
EWS-Fli block: EWS/Fli-driven NR0B1 reporter inhibitors, primary screen, A673 cells, NR0B1 luciferase, luminescence, MLPCN library. viability-normalised. actives 0.67% (n = 350,000). inhibition, % at 12.6 µM;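 active means mean inhibition of at least 50% after viability correction, with every replicate also passing that limit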;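 further: firefly luciferase signal divided by Alamar Blue viability fluorescence both relative to DMSO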
PGC1a acetyl inh: inhibitors of PGC1a acetylation signal, primary screen, cell-based, U2OS, AlphaScreen, inhibitor mode; actives 0.17% (n = 350,000); AlphaScreen anti-acetyl-lysine; with virally co-expressed GCN5 acetyltransferase; inhibition, % at 15.6 µM;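 active means every replicate shows inhibition of at least 40%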;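 further: 0% = neutral control wells and 100% = positive control wells; some results beyond the cut were filed as inactive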
LGR2 antag: inhibitors of bursicon-induced LGR2 CRE-luciferase signal, primary screen, cell-based, HEK293, CRE-luciferase reporter, bursicon stimulation; inhibition, % at 9.99 µM; actives 0.35% (n = 380,000); Drosophila bursicon receptor LGR2 (rickets); bursicon-stimulated, 4 h;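 active means drop in luminescence signal, shown as inhibition above about 50% in the replicate tests, limit read from the data, passing the limit was not always enough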;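 further: agonist challenge used bursicon conditioned medium at about half maximal strength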
CASP6 VEID inh: human caspase-6 inhibitors, primary screen, biochemical, VEID-R110 fluorescence, single point, set 2. P55212. purified caspase-6, Z-VEID-R110 cleavage fluorescence. inhibition, % at 12.5 µM. actives 0.53% (n = 350,000). AID 686996, 2013;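 active means mean inhibition across replicates at least about 35%, with every replicate also reaching that limit, limit read from the data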;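 further: 0% = median of neutral control wells and 100% = no fluorescence left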
Target sequence (P55212 24-179 limits assumed): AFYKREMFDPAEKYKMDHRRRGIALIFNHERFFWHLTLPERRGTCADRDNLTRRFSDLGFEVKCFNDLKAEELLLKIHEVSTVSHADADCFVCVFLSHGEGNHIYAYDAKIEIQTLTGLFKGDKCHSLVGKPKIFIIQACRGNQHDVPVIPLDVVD
Target sequence (P55212 194-293 limits assumed): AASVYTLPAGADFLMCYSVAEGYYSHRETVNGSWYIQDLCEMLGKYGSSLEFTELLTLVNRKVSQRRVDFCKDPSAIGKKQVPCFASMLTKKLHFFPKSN
FN deposition inh: inhibitors of fibronectin matrix deposition, primary screen, AH1F cells, Alexa488-fibronectin fluorescence, plate reader | inhibition, % at 12.6 µM | actives 0.086% (n = 350,000) | AH1F fibroblasts, overnight;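 active means mean inhibition across replicates of 30% or more, regardless of how many single replicates reach that level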;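 further: positive control wells lacked labelled fibronectin entirely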
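Assay system: AH1F fibroblasts / Quantity: 10000 cells per well / Medium: DMEM plus 2% serum, read in PBS / Reagent: labelled fibronectin 24 nM / Dosing: single dose, pinned / Times: 1 h cell attachment, overnight exposure to compound and label / Signal: fluorescence, ex 485 nm, em 525 nm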
* = called active by the depositor; · = not tested or not shown; [ ] = remark or other dose.

#1 CC1(C(=O)NCCC(F)(F)F)Cc2c(-c3cccc(C(N)=O)c3)ccnc2O1 (centres undefined)
#2 COc1ccc(-c2csc(-c3ccccc3)n2)c(OC)c1
#3 S=C(NCc1ccc2c(c1)OCO2)Nc1ccc(-c2nc3ccccc3[nH]2)cc1
#4 CO[C@@H]1CN(C)C(=O)c2cc(NS(=O)(=O)c3ccc(Cl)cc3)ccc2OC[C@H](C)NC[C@H]1C
#5 COc1ccc(/C=C/C(=O)Nc2sc3c(c2C(=O)NCc2cccnc2)CCCC3)cc1
#6 Cc1ccc(S(=O)(=O)Nc2ccc3c(c2)C(=O)N([C@@H](C)CO)C[C@@H](C)[C@H](CN(C)C(=O)Nc2ccccc2)O3)cc1
#7 CO[C@H]1CN(C)C(=O)c2ccc(NS(C)(=O)=O)cc2OC[C@@H](C)N(C(=O)C2CC2)C[C@@H]1C
#8 Cc1ccc(-n2ncc3c2CCCC3NC(=O)CSc2ccccn2)cc1C (centres undefined)
#9 CCCOc1ccc(/C(O)=C2/C(=O)C(=O)N(CCCn3ccnc3)C2c2ccc(C)o2)cc1 (centres undefined)
#10 Cc1ccccc1-c1ccc(C=Nc2c(C)n(C)n(-c3ccccc3)c2=O)o1
Compound,1,2,3,4,5,6,7,8,9,10
PAX8 reporter,22,-213,-68,1,·,-5,-3,26,24,·
miR122 inh,3,1,·,4[16.7 µM],-5,0[16.7 µM],·,0,·,-2
Cneo AK release,2,·,·,-2,-1,2,43,2,·,2
EWS-Fli block,14,-33,2,-17,·,-2,-1,15,7,·
PGC1a acetyl inh,8,-22,·,-8,·,10,-6,0,5,0
LGR2 antag,12,-34,-13,-27,-13,1,20,10,-18,·
CASP6 VEID inh,7,·,0,2,-4,2,7,-1,-2,·
FN deposition inh,14,11,-11,19,5,·,5,0,-9,13

#11 COc1ccc(C(=O)NN2C(=O)C3C(c4ccccc4)C=CC(c4ccccc4)C3C2=O)cc1 (centres undefined)
#12 O=c1[nH]c2ccccc2c(O)c1-[n+]1ccccc1
#13 O=C(COC(=O)CC1CC2CCC1C2)Nc1ccccc1Cl (centres undefined)
#14 COc1cc(C(=O)Nc2ccc3c(c2)CCN3C(C)=O)cc(OC)c1OC
#15 CCCC1CCC(=NNC(=O)CNc2ccc(OC)cc2)CC1 (centres undefined)
#16 NC(=O)C(c1ccccc1)C1CCCCC1 (centres undefined)
#17 COc1cc([N+](=O)[O-])ccc1NC(=O)CSc1nnc(C)c(C)n1
#18 CCOC(=O)C(=Cc1ccc(-n2cncn2)cc1)C(=O)OCC
#19 Cc1cccnc1NC(=O)Nc1ccc(Cl)cc1
#20 CCn1cc(C(=O)N[C@@H](C)C(=O)OC)c(=O)c2cc3c(cc21)OCO3
Compound,11,12,13,14,15,16,17,18,19,20
PAX8 reporter,-14,4,-12,6,-14,0,-7,13,-93,-2
miR122 inh,-5,·,·,·,·,-4,0,-3,2,-4
Cneo AK release,4,-1,-2,·,·,4,0,-5,1,4
EWS-Fli block,·,8,-3,67*,3,·,-10,17,-108,11
PGC1a acetyl inh,1,-10,·,·,·,·,4,-2,15,6
LGR2 antag,9,5,-22,-1,-8,·,44,65*,-53,4
CASP6 VEID inh,·,2,4,-2,1,·,-7,1,-1,-3
FN deposition inh,5,-12,-17,13,-1,4,-1,-9,1,·

#21 COc1ccc(C(=O)OC(C)C(=O)NC2CCCc3ccccc32)cc1OC (centres undefined)
#22 CCCC#Cc1cnc2c(c1)C(=O)N([C@@H](C)CO)C[C@H](C)[C@@H](CN(C)S(=O)(=O)c1cccc(OC)c1)O2
#23 CO[C@@H]1CN(C)C(=O)c2cc(NS(=O)(=O)c3cccc(F)c3)ccc2OC[C@H](C)NC[C@@H]1C
#24 O=C(O)CC1=C(Nc2ccccc2)C(=O)N(c2ccccc2)C1c1ccc(Cl)cc1 (centres undefined)
#25 CO/C(N)=C(\C#N)N=Cc1ccccc1Cl
#26 O=C(NCc1ccc(F)cc1)c1cc2c(s1)CCCC2
#27 COc1ccc(OC)c(S(=O)(=O)Nc2cccc(F)c2)c1
#28 Cc1cnc(N=Nc2ccccc2)[nH]1
#29 CC1(C)CC[C@]2(C(=O)O)CC[C@]3(C)C(=CCC4[C@]56CC[C@@](O)(OC5)C(C)(C)C6CC[C@]43C)C2C1 (some centres undefined)
#30 CC(O)C(NS(=O)(=O)c1ccc2ccccc2c1)C(=O)OCC(=O)Nc1ccccc1OC(F)F (centres undefined)
Compound,21,22,23,24,25,26,27,28,29,30
PAX8 reporter,-4,27,6,-5,-47,-47,·,-19,·,-8
miR122 inh,4,35[16.7 µM],·,2,·,2,86,·,1,·
Cneo AK release,-1,-4,-4,-4,·,-4,-2,-5,-1,2
EWS-Fli block,-4,-3,2,-23,-37,·,·,-18,6,0
PGC1a acetyl inh,5,-2,3,3,-1,-12,-17,-6,9,·
LGR2 antag,-9,-10,1,-68,-37,·,8,-66,·,7
CASP6 VEID inh,0,-1,·,2,2,·,·,-1,6,-1
FN deposition inh,3,·,-6,-9,-7,-11,-2,4,·,11

#31 COc1ccc(NC(=O)c2ccc3c(c2)C(=O)N(CC2CCCO2)C3=O)cc1 (centres undefined)
#32 O=C(O)CN1C(=O)S/C(=C\c2cccnc2)C1=O
#33 O=C(COC(=O)C1=NN(c2ccccc2)C(=O)CC1)Nc1nc(-c2ccc(F)cc2)cs1
#34 O=C(CCc1nnc(-c2ccsc2)o1)N1CCc2c(Cl)cccc2C1
#35 CN(C)CC(=O)Nc1ccc2c(c1)[C@H]1C[C@@H](CC(=O)NCc3ccccc3F)O[C@H](CO)[C@H]1O2
#36 Cc1noc(C)c1COc1ccccc1C(=O)N(C)CC(=O)Nc1ccc(Cl)c(Cl)c1
#37 O=c1cc(Cl)c2ccccc2n1-c1ccccc1
#38 Cc1cc(SCC(=O)NCCC2=CCCCC2)nc2ccccc12
#39 CC(=O)N(C(C)=O)c1cccc2c(N(C(C)=O)C(C)=O)cccc12
#40 Cc1ccccc1CSc1nnc(C)c(=O)[nH]1
Compound,31,32,33,34,35,36,37,38,39,40
PAX8 reporter,-10,-13,-65,-47,-12,13,16,10,·,5
miR122 inh,·,·,-1,1,-1[16.7 µM],·,-7,-5,-6,-1
Cneo AK release,0,·,-2,0,2,-2,1,3,0,-2
EWS-Fli block,4,11,-23,-81,3,-9,7,-2,·,-1
PGC1a acetyl inh,·,-6,-10,0,-4,-61,-7,-14,13,9
LGR2 antag,12,3,-84,-27,9,-17,-2,·,·,8
CASP6 VEID inh,-2,-2,-2,2,·,1,1,1,·,1
FN deposition inh,-3,2,-4,-1,-10,-4,·,-7,-7,6

#41 CCCN1C(=O)c2cc(C(=O)NC3CCCCCC3)ccc2C1O (centres undefined)
#42 COc1cc(/C=C/C(=O)OC[C@H]2O[C@H](OC3(CO)OC(CO)C(O)C3O)[C@H](O)[C@@H](O)[C@@H]2O)ccc1O (some centres undefined)
#43 C[C@@H]1CN([C@H](C)CO)C(=O)c2cccc(NS(=O)(=O)c3cccs3)c2O[C@H]1CN(C)C(=O)Nc1ccc(C(F)(F)F)cc1
#44 CC(C)=C1C2CCC1C1C(=O)N(c3nc(-c4ccc(C(C)C)cc4)c(C)s3)C(=O)C21 (centres undefined)
#45 COc1ccc(Nc2nc(N3CCCCC3)nc(N3CCCCC3)n2)c(OC)c1
#46 O=C(NCC1CC1)NC(=O)c1ccccc1F
#47 CCCNC(=O)N1[C@@H](CO)[C@@H](c2ccc(C3=CCCC3)cc2)[C@@H]1CNC(=O)CC
#48 O=C(C[C@@H]1CC[C@@H]2[C@H](COC[C@H](O)CN2C(=O)Nc2ccc(F)cc2)O1)NCCCN1CCOCC1
#49 C/C(=N\Nc1ccc([N+](=O)[O-])cc1[N+](=O)[O-])C(C)(C)C(C(=O)O)C(=O)O
#50 C=CCC[C@@H](CCCCC)OC(=O)/C=C/[C@@H](O)[C@H](O)C[C@@H](O)CC=C
Compound,41,42,43,44,45,46,47,48,49,50
PAX8 reporter,-126,-10,·,·,·,-71,3,-7,-8,-6
miR122 inh,·,-8,2[16.7 µM],4,-3,·,-7[16.7 µM],-6[16.7 µM],1,·
Cneo AK release,-1,-2,-1,0,0,·,-1,-1,0,·
EWS-Fli block,-50,4,8,·,·,-54,0,1,7,-3
PGC1a acetyl inh,·,-2,-9,-4,-3,·,5,-8,2,·
LGR2 antag,-37,-22,·,·,·,-20,7,-3,0,-13
CASP6 VEID inh,0,1,-1,·,·,0,·,-1,-2,2
FN deposition inh,-5,-3,·,1,0,1,-2,-2,3,1

#51 N#C/C(=C/c1ccccc1[N+](=O)[O-])c1nnc2n1CCCCC2
#52 CO[C@H]1CN(C)C(=O)c2cc(NC(=O)c3ccc4c(c3)OCO4)ccc2OC[C@@H](C)NC[C@H]1C
#53 COc1ccc(Cc2nnc(SCC(=O)Nc3ccc(C)cc3)n(N)c2=O)cc1
#54 CSc1nc2ncnc(N)c2[nH]1
#55 COc1ccccc1/C=C/CN1CCC(Oc2cc(C(=O)NC3CC3)ccc2OC)CC1
#56 C=CCNc1nc(NCCOC)c2sc(-c3ccccc3)cc2n1
Compound,51,52,53,54,55,56
PAX8 reporter,10,0,2,9,17,-13
miR122 inh,5,·,3,-12,1,-8
Cneo AK release,·,-4,2,0,-11,0
EWS-Fli block,-5,9,-7,14,·,-5
PGC1a acetyl inh,·,11,3,-3,-1,0
LGR2 antag,-11,4,0,-9,-7,-25
CASP6 VEID inh,0,1,3,0,-1,0
FN deposition inh,-7,5,-16,-2,8,·

Record cards, from the list above. Screens in order: PAX8 reporter	miR122 inh	Cneo AK release	EWS-Fli block	PGC1a acetyl inh	LGR2 antag	CASP6 VEID inh	FN deposition inh
CSc1nc2ncnc(N)c2[nH]1 is listed as 9	-12	0	14	-3	-9	0	-2
C=CCNc1nc(NCCOC)c2sc(-c3ccccc3)cc2n1 is listed as -13	-8	0	-5	0	-25	0	·
N#C/C(=C/c1ccccc1[N+](=O)[O-])c1nnc2n1CCCCC2 is listed as 10	5	·	-5	·	-11	0	-7
